HTRA1 inhibitor: HTRA1 serine protease inhibitors, primary screen, biochemical, fluorescence polarization, HTS | Q92743 | inhibition, % at 5.96 µM | hit rate 0.5% among 340,000 | AID 504803, 2011 | recombinant HTRA1, FP-rhodamine activity-based probe; in the data active = inhibition above about 36%;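 note: 0% = enzyme with DMSO and 100% = wells lacking enzyme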
Target sequence (Q92743 whole entry, looked up): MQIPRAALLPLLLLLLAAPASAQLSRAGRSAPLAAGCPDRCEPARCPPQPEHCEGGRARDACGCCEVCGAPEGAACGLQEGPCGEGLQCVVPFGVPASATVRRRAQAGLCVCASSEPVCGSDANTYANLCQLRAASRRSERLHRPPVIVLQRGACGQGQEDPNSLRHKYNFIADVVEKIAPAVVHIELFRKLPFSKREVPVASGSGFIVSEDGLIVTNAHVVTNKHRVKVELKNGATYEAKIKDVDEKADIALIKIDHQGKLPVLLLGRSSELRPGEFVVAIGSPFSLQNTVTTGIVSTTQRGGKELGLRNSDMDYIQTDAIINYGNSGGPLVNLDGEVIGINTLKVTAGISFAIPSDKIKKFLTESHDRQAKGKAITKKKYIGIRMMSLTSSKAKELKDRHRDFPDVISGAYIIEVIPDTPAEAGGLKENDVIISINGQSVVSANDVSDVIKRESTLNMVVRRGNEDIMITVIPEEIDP
rCAG RNA binder: binders of r(CAG) RNA repeats, primary screen, biochemical, fluorescence | r(CAG) RNA repeat, TO-PRO-1 dye displacement fluorescence | inhibition, % at 3 µM | hit rate 1.3% among 370,000;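 active = inhibition above the plate cutoff, the mean of all test compounds on that plate plus 3 SD, cut at about 35% in these data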;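 note: 0% = DMSO alone and 100% = 100 µM mitoxantrone as full dye displacement; higher means more dye released from RNA so lower well fluorescence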
GC-A act: GC-A stimulated cGMP production enhancers – HEK293 GC-A cells, cGMP TR-FRET, EC30 ANP, primary screen; Atrial natriuretic peptide receptor 1 (Homo sapiens), P16066; 0% at EC30 ANP, 100% saturating ANP; activation, % at 10 µM; hit rate 0.14% among 370,000; AID 1671463, 2021; in the data active = activation above about 40%
SMARCA2 activ: SMARCA2 (BRM) function activators, primary screen, cell-based, luminescence, high throughput; AID 652017, 2013; hit rate 1% among 370,000; MG213 cells, MMTV-luciferase reporter, dexamethasone, overnight; activation, % at 9.1 µM; in the data active = activation above about 7.8%;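 note: 0% = vehicle wells and 100% = reference activator wells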
ASAP1 inh: inhibitors of human ASAP1 ArfGAP activity, primary screen, biochemical, fluorescence polarization; ASAP1-stimulated ARF1 GTP hydrolysis, GDP FP detection; inhibition, % at 16.5 µM; hit rate 0.19% among 360,000; in the data active = inhibition above about 25%;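 note: 0% = vehicle with enzyme and substrate and 100% = no enzyme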
PG9 binder: binders of HIV-1 gp120 antibody PG9, primary screen, biochemical, TR-FRET. HIV-1 gp120 / PG9 antibody interaction. TR-FRET gp120-PG9 antibody binding. inhibition, % at 6.7 µM. hit rate 0.43% among 360,000; in the data active = inhibition above about 8.5%
GC-B act: human GC-B receptor activators, primary screen, HEK293 GC-B cells, cGMP TR-FRET, EC30 CNP; activation, % at 10 µM; hit rate 0.11% among 370,000; Atrial natriuretic peptide receptor 2 (Homo sapiens), P20594; AID 1920062, 2024; 0% at EC30 CNP, 100% saturating CNP;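 active = activation at 10 µM reaching about 35% in either raw or pattern-adjusted values, limit read from the data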
NR1D1 modulator: modulators of Rev-erb alpha DNA binding, primary screen, biochemical, FITC-DNA, fluorescence polarization, uHTS; Nuclear receptor subfamily 1 group D member 1 (Homo sapiens), P20393; activity, % at 10 µM; hit rate 0.79% among 370,000; Rev-erbα–FITC-DNA binding, 90 min; AID 1259318, 2017;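 active = activity above about 14%, limit read from the data; passing the limit was not always enough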;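 note: 0% = DMSO wells with 35 nM protein and 100% = DMSO wells with 750 nM protein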
mABHD4 FP: ABHD4 inhibitors, primary screen, biochemical, fluorescence polarization, mouse | hit rate 0.54% among 370,000 | inhibition, % at 8.92 µM | purified mABHD4, FP-Rh probe fluorescence polarization | (Lyso)-N-acylphosphatidylethanolamine lipase (Mus musculus), Q8VD66;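 active = inhibition exceeding the mean over every tested compound plus 3 SD, cut at about 30% in these data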;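 note: 0% = plate median of compound wells and 100% = S159A mutant with DMSO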
Target sequence (Q8VD66 whole entry, looked up): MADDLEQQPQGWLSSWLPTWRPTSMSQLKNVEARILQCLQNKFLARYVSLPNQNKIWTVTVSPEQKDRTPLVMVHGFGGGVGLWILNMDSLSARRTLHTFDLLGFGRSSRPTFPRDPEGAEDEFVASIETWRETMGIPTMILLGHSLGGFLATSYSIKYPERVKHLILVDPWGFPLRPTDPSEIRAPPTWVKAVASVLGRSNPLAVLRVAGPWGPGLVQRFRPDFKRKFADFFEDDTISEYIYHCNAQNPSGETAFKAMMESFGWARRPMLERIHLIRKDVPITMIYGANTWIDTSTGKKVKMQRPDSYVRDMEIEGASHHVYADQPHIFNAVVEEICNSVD
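Assay system: Wild-type mouse ABHD4 protein | Medium: HEPES pH 7.0 buffer, 150 mM NaCl, 0.01% Pluronic F-127 | Incubation: Enzyme–compound pre-incubation 45 min, then probe 60 min, both 25 °C | Technique: Fluorescence polarization with parallel and perpendicular emission, 525/598 nm | Evaluation: % inhibition of FP-Rh probe binding versus controls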
ARFGAP1 inh: inhibitors of rat ARFGAP1 GAP activity, primary screen, biochemical, fluorescence polarization, GDP tracer; Arfgap1-stimulated ARF1 GTP hydrolysis, GDP FP detection; ADP-ribosylation factor GTPase-activating protein 1 (Rattus norvegicus), Q62848; hit rate 0.26% among 360,000; AID 651572, 2012; inhibition, % at 16.5 µM;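 active = inhibition above a per-plate limit, mean inhibition of low control wells plus 3 SD, cut at about 25% in these data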;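 note: 0% = DMSO wells with enzyme and 100% = wells lacking Arfgap1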
Target sequence (Q62848 1-136 limits assumed): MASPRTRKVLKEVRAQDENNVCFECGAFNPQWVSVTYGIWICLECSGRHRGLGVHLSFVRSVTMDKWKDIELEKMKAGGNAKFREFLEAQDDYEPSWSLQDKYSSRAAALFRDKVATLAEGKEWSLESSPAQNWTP
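system = rat Arfgap1 catalytic domain, aa 1-136 | technique = FP, GDP Alexa 633 tracer displaced from anti-GDP antibody, 620/688 nm | compound = one concentration, 16.5 µM, DMSO 1.26% | medium = HEPES-based buffer, pH 7.5 | timing = compound-enzyme preincubation 20 min, reaction 120 min, detection 60 min, 25 °C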
Numbers without * were called inactive; · = no result given. The order is random; 4.4% or so of the library scored in one or more.

Key to letters – A = HTRA1 inhibitor; B = rCAG RNA binder; C = GC-A act; D = SMARCA2 activ; E = ASAP1 inh; F = PG9 binder; G = GC-B act; H = NR1D1 modulator; I = mABHD4 FP; J = ARFGAP1 inh
#1 COc1cc(C#Cc2ccc3cc(C(C)(C)O)oc(=O)c3c2)cc(OC)c1
  A: -26	B: 7	C: 0	D: 2	E: -2	F: -0.7	G: 2	H: 2	I: -9	J: 20

#2 O=C(COC(=O)[C@H](Cc1c[nH]c2ccccc12)NC(=O)c1ccc(Cl)cc1)Nc1ccc2c(c1)OCO2
  A: -49	B: 14	C: -9	D: 0	E: 20	F: 1.1	G: -3	H: 5	I: -15	J: 21

#3 COc1ccc(C(=O)Nc2ccc(O)cc2C(=O)O)cc1
  A: 2	B: 2	C: -1	D: 1	E: -5	F: 1.5	G: -2	H: 1	I: -5	J: 13

#4 Cc1c(-c2ccccc2)nc(-c2ccccc2)[nH]c1=O
  A: 5	B: 0	C: 2	D: 0	E: 8	F: -0.6	G: 3	H: -3	I: 8	J: 0

#5 CC1=C(C(=O)Nc2ccc(F)cc2)C(c2cccc(C)c2)n2nc(CCCO)nc2N1 (centres undefined)
  A: 6	B: 1	C: 3	D: -1	E: -6	F: -1.1	G: 6	H: -1	I: 2	J: 1

#6 Cc1ccc(OCCOC(=O)CCc2nc3ccccc3c(=O)[nH]2)cc1
  A: -2	B: -3	C: -5	D: -2	E: 1	F: -0.5	G: -3	H: -2	I: 2	J: -6

#7 C/C(=C\c1ccc(N)cc1)c1nc2ccccc2[nH]1
  A: 2	B: 4	C: -1	D: 4	E: 4	F: -6.3	G: -2	H: 6	I: 2	J: -3

#8 CCN(CC)C(=O)CN(C#N)c1nc(Cl)nc(N(C)C)n1
  A: 6	B: -4	C: -23	D: 5	E: 0	F: -0.8	G: -1	H: 7	I: -4	J: -3

#9 CCn1c(C)nc2cc(C(=O)N/N=C(\C)c3ccccc3O)ccc21
  A: 21	B: 3	C: -5	D: 1	E: -6	F: 1.5	G: -5	H: -2	I: 8	J: 11

#10 C[C@@H]1NC(=O)c2cc([N+](=O)[O-])cc(F)c2NCCC[C@@H](C(N)=O)NC(=O)[C@H](CC(N)=O)NC1=O
  A: 3	B: 1	C: -1	D: -1	E: 1	F: -2.1	G: 1	H: 0	I: 2	J: 3

#11 COC(=O)COc1ccc(NC(=O)C(c2ccccc2)c2ccccc2)cc1
  A: -6	B: -3	C: -20	D: -2	E: 1	F: -1.4	G: -4	H: 1	I: 1	J: -1

#12 O=C(/C=C/c1ccc(F)cc1)NC(=S)Nc1ccccc1C(=O)NC1CCCCC1
  A: 3	B: 0	C: 2	D: -3	E: 6	F: 0.5	G: -9	H: 0	I: 4	J: -3

#13 O=C(c1ccc(CNS(=O)(=O)c2ccccc2)cc1)N1CCN(c2ccccn2)CC1
  A: 1	B: -2	C: -6	D: -1	E: 3	F: -3.4	G: 3	H: -3	I: 3	J: 5

#14 Cc1ccc2[nH]c(C)c(CCNC(=O)c3cc4cc([N+](=O)[O-])ccc4oc3=O)c2c1
  A: 5	B: 7	C: -4	D: 0	E: -6	F: -2.7	G: -5	H: 2	I: 9	J: 1

#15 CC(Sc1nc2ccccc2c(=O)n1Cc1ccco1)C(=O)c1ccccc1 (centres undefined)
  A: -1	B: 2	C: -4	D: 1	E: 8	F: -2.8	G: 4	H: 6	I: 0	J: 5

#16 CN(C)S(=O)(=O)c1cccc(CNCC2COc3ccccc3O2)c1 (centres undefined)
  A: 7	B: -3	C: 2	D: 0	E: 1	F: 0.0	G: 1	H: -6	I: 9	J: 15

#17 CCOC(=O)c1sc(Nc2ccc(C)cc2C)nc1C
  A: -18	B: -9	C: 7	D: 0	E: -6	F: 1.6	G: 1	H: 2	I: 4	J: 1

#18 COc1ccc(CCNC(=O)CSc2nc3scc(-c4ccccc4)c3c(=O)[nH]2)cc1
  A: -11	B: 17	C: -2	D: -2	E: 18	F: 0.5	G: 0	H: 4	I: 23	J: 14

#19 O=C(COc1ccccc1Cl)NNC(=O)c1ccc(-n2cncn2)c([N+](=O)[O-])c1
  A: 1	B: 4	C: 2	D: -2	E: 2	F: -1.3	G: 1	H: 6	I: 2	J: 8

#20 COc1cccc2cc(C(=O)N(Cc3cccs3)CC3CCCO3)c(=O)oc12 (centres undefined)
  A: -13	B: -4	C: -2	D: -2	E: -9	F: -0.7	G: 0	H: 6	I: 1	J: 5

#21 CCCC(=O)Nc1cc(C)c(NC(=O)C23CC4CC(CC(C4)C2)C3)cn1
  A: -8	B: -9	C: 4	D: 0	E: 8	F: -0.8	G: 0	H: 2	I: 0	J: 5

#22 COC(=O)c1ccccc1NC(=O)c1ccc(NC(=O)C2CCCO2)cc1 (centres undefined)
  A: -8	B: -4	C: -1	D: -1	E: 14	F: -2.0	G: 2	H: 2	I: -6	J: -1

#23 CC(=O)Nc1ccc(NC(=O)C2CC(=O)N=C(N)S2)cc1 (centres undefined)
  A: -1	B: 4	C: 4	D: 0	E: -10	F: -0.7	G: 10	H: -1	I: 4	J: -7

#24 COC(=O)c1c(C)[nH]c(C(=O)C(C)OC(=O)C2CC(=O)N(CCc3ccccc3)C2)c1C (centres undefined)
  A: -2	B: 3	C: -3	D: 1	E: -1	F: 0.9	G: 0	H: 3	I: -4	J: 6

#25 O=C(Nc1ccccc1)C1Cc2c(-c3cccc(F)c3)ccnc2O1 (centres undefined)
  A: ·	B: 0	C: -3	D: -2	E: -11	F: -2.6	G: -6	H: -5	I: -2	J: 3

Continuation.
Key to letters – A = HTRA1 inhibitor; B = rCAG RNA binder; C = GC-A act; D = SMARCA2 activ; E = ASAP1 inh; F = PG9 binder; G = GC-B act; H = NR1D1 modulator; I = mABHD4 FP; J = ARFGAP1 inh
#26 Cc1ccc(CNC(=O)C2CCCN(C(=O)N(C)C)C2)cc1 (centres undefined)
  A: 1	B: -1	C: 2	D: -4	E: -6	F: 1.3	G: 2	H: -1	I: 3	J: -5

#27 CN(C)CCN(C(=O)c1ccc(Br)s1)c1nc2cc3c(cc2s1)OCCO3
  A: 2	B: -4	C: -6	D: -2	E: -7	F: -0.7	G: -6	H: -6	I: 5	J: -6

#28 COc1ccc(-c2nc(C#N)c(NC(C)C)o2)cc1
  A: -4	B: -3	C: 3	D: 2	E: 0	F: -1.9	G: -1	H: -2	I: 5	J: 14

#29 O=C1c2ccccc2C(=O)N1CCCCSc1nc2ccccc2c(=O)n1CCCN1CCOCC1
  A: -1	B: -8	C: -2	D: -2	E: -5	F: -0.5	G: 5	H: -1	I: -5	J: 4

#30 CSCC[C@H](NC(=O)CCCn1nnc2ccccc2c1=O)C(=O)O
  A: 0	B: -2	C: 2	D: -1	E: 7	F: 0.8	G: -1	H: -10	I: 6	J: -1

#31 COc1cc(NS(=O)(=O)c2ccc(NC(=S)NC(=O)c3sc4ccccc4c3Cl)cc2)nc(OC)n1
  A: -36	B: 20	C: 7	D: 1	E: -3	F: 3.3	G: 6	H: 2	I: 2	J: 7

#32 CC1=C(Nc2ccc(C(=O)O)cc2)C(=O)c2ccccc2C1=O
  A: 2	B: 6	C: -1	D: 2	E: -1	F: -10	G: -1	H: 0	I: 16	J: -4

#33 NC(=O)c1ccc(NC(=O)COC(=O)c2cccc(Oc3ccccc3)c2)cc1
  A: -8	B: 2	C: -29	D: 0	E: 5	F: 1.6	G: -4	H: 4	I: -14	J: -3

#34 CC(C)(C)NC(=O)NC(=O)CN1CCc2ccccc21
  A: -5	B: 6	C: 3	D: 1	E: -4	F: 0.1	G: -4	H: 7	I: 2	J: 4

#35 CN(C)c1nc(NC(C)(C)C)nc(NC(C)(C)C)n1
  A: 4	B: 0	C: 3	D: -1	E: -14	F: 1.4	G: 3	H: -1	I: 3	J: -3

#36 CCOC(=O)C1CCN(Cc2ccc(-c3ccccc3)cc2)CC1
  A: 1	B: -10	C: 1	D: -2	E: 10	F: 0.7	G: 3	H: 1	I: 1	J: 14

#37 c1nnc2c3c4c(sc3ncn12)CCC4
  A: 3	B: 3	C: 4	D: -2	E: -6	F: 3.3	G: 0	H: -1	I: 8	J: 3

#38 O=C1Oc2ccccc2C(=O)/C1=C/N1CCN(c2ccccc2F)CC1
  A: -3	B: 2	C: 1	D: -4	E: -12	F: -1.3	G: 0	H: 2	I: -1	J: -5

#39 COc1ccc2sc(-c3ccccc3OC)c(-c3ccc(OC)c(F)c3)c2c1
  A: -19	B: 9	C: -6	D: 0	E: 10	F: 2.5	G: -6	H: 5	I: -20	J: 0

#40 CC(=O)N/N=C/c1cc(C)n(-c2ccc(Br)cc2)c1C
  A: -8	B: -2	C: -8	D: -1	E: -2	F: -1.7	G: -4	H: 3	I: 3	J: 24

#41 CCC(C)c1ccccc1NC(=O)c1cc2cccc([N+](=O)[O-])c2[nH]1 (centres undefined)
  A: ·	B: 17	C: 9	D: -3	E: -5	F: 0.5	G: -2	H: -3	I: 7	J: 11

#42 COc1ccccc1CCNC(=O)CCSc1nc(-c2ccco2)cc(C(F)(F)F)n1
  A: -8	B: 34	C: -27	D: -1	E: 0	F: 0.0	G: -19	H: 1	I: -18	J: -8

#43 Cc1ccc(Cl)cc1NC(=O)COC(=O)C1CCCCC1
  A: -8	B: -3	C: 4	D: -4	E: 5	F: -1.2	G: 1	H: 6	I: -8	J: 20

#44 CCN1CCN(c2nc(-c3ccccc3)nc3ccccc23)CC1
  A: -8	B: 0	C: 2	D: -1	E: -3	F: -2.3	G: 7	H: 3	I: 22	J: 12

Among those listed so far, two contain bromine.
Key to letters – A = HTRA1 inhibitor; B = rCAG RNA binder; C = GC-A act; D = SMARCA2 activ; E = ASAP1 inh; F = PG9 binder; G = GC-B act; H = NR1D1 modulator; I = mABHD4 FP; J = ARFGAP1 inh
#27 CN(C)CCN(C(=O)c1ccc(Br)s1)c1nc2cc3c(cc2s1)OCCO3
  A: 2	B: -4	C: -6	D: -2	E: -7	F: -0.7	G: -6	H: -6	I: 5	J: -6

#40 CC(=O)N/N=C/c1cc(C)n(-c2ccc(Br)cc2)c1C
  A: -8	B: -2	C: -8	D: -1	E: -2	F: -1.7	G: -4	H: 3	I: 3	J: 24

Screening data from PubChem BioAssay.
